ERG Ets-DNA blk: inhibitors of human ERG Ets domain-DNA interaction; fluorescence polarization, His-ERG Ets domain / labelled DNA; Potency, µM (titrated, usually from 76.9 µM), for inactives: top-dose FP activity, negative = inhibition, hits mostly inhibitors; hit rate 0.028% among 370,000; active = well fitted inhibition curve with a large enough effect in the polarisation, with a control signal flat; inconclusive = small, poorly fitted or top-dose-only effect, or effect the other way, or a change in a side signal; inactive = no such curve, though single readings can be large or run the other way; the % refers to the polarisation;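 also: polarization taken with two DNA probes labelled with fluorescein and Texas red; potency is read from the fitted curve at half-maximal effect; % of control where 0% means no effect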
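His-tagged ERG Ets domain (1 uM in the protein solution; 300mM KCl, 50mM Tris-HCl, 1mM EDTA, 1mM DTT, pH 7.5) received compound, then a probe mix of 5 nM fluorescein-DNA and 100nM Texas-615-DNA. Fluorescence polarization was read for both dyes.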
JMJD2A Tudor inh: blocks the human JMJD2A Tudor domain. Potency, µM (titrated, usually from 114 µM), for the others: at the highest dose activity change, negative = inhibition, usual class: inhibitors. AlphaScreen JMJD2A-Tudor / H3K4me3 peptide binding. hit rate 4.4% among 390,000; also: potency is read from the fitted curve at half-maximal effect; % is scaled to controls: 0 for no effect and ±100 for the full control effect; nearly all actives have a fitted effect of over 50% in size
G9a inh: G9a (human) methyltransferase inhibition; hit rate 8.8% among 350,000; AID 504332; Potency, µM (titrated, usually from 102 µM), for inactives: at the highest dose activity, negative = inhibition, most hits filed as inhibitors; G9a H3K9 monomethylation, AlphaScreen, 2 h; Q96KQ7; also: potency is read from the fitted curve at half-maximal effect; % is scaled to controls: 0 for no effect and ±100 for the full control effect; nearly all actives have a fitted effect of over 75% in size
Target sequence (Q96KQ7 913-1193 limits assumed): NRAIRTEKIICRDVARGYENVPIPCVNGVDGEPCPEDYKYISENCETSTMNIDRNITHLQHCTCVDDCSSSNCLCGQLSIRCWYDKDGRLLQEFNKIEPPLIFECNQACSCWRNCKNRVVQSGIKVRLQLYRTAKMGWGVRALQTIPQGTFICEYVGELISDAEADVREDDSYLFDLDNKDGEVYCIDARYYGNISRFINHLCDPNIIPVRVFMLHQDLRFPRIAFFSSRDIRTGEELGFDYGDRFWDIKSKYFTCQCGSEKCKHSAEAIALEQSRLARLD
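Readings reflect AlphaScreen signal from monomethyl-H3K9 antibody detection. HMT at 20 nM; substrate b-H3K9 500 nM; cofactor SAM 20 uM; 2 h RT reaction; compounds tested as titrations in qHTS with 15 min preincubation.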
PI4K2A inh: PI4K2A (human) kinase inhibition. purified PI4K2A, ADP-Glo luminescence, 1 h; hits give low values. activity change, negative = inhibition, % at 76.9 µM. hit rate 0.13% among 420,000. AID 1346378; in the data active = activity change below about -50%; inconclusive = mostly about -30% to -49%;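 also: -100% = wells without enzyme as full effect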
Target sequence (Q9BTU6 whole entry, looked up): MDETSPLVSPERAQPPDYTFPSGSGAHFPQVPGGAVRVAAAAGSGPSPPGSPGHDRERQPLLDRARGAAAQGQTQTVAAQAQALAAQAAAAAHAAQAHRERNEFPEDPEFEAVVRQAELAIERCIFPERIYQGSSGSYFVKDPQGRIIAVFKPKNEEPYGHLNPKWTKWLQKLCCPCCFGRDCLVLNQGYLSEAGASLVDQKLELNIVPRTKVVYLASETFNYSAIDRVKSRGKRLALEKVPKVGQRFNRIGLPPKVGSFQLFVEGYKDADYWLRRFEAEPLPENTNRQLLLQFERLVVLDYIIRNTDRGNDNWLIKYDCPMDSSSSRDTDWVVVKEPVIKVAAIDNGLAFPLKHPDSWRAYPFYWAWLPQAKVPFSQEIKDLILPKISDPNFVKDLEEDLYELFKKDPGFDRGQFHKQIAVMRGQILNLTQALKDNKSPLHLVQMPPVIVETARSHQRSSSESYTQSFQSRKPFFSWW
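Compounds are screened against recombinant PI4K2A using PI as substrate and ATP, the latter dispensed at 300 microM. Reactions run one hour at ambient temperature before ADP-Glo detection; full inhibition defined by wells lacking enzyme.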
GLS inhibitor: blocks human kidney-isoform glutaminase activity. GLS enzymatic activity, qHTS titration. Potency, µM (series often up to 45.5 µM), for inactives: top-dose activity change, negative = inhibition, usual class: inhibitors. hit rate 0.21% among 410,000; also: potency is read from the fitted curve at half-maximal effect; % is scaled to controls: 0 for no effect and ±100 for the full control effect
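hKGA in 45 mM KH2PO4 pH 8.2, 0.02% Tween-20 with pin-transferred compounds; 1 mM L-glutamine (stock) plus glutamate oxidase/HRP/Amplex Red coupling added. Fluorescence read initially and after 30 min at RT.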
12-LOX inh: blocks human arachidonate 12S-lipoxygenase | Potency, µM (highest dose often 108 µM), for the others: top-dose activity change, negative = inhibition, usual class: inhibitors | purified 12hLO, xylenol orange hydroperoxide absorbance | hit rate 1.1% among 580,000; also: potency is read from the fitted curve at half-maximal effect; % is scaled to controls: 0 for no effect and ±100 for the full control effect
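Hydroperoxide product was detected by ferrous iron/xylenol orange as the 573 to 405 nm absorbance ratio. Arachidonic acid at 40 uM (final) was turned over for 30 min at room temperature by 150 nM human 12hLO, pH 7.0 Hepes buffer, after 15 min compound preincubation.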
BAZ2B inh: BAZ2B (human) inhibition | hit rate 4.4% among 360,000 | AID 504333 | AlphaScreen BAZ2B-H3K14Ac peptide displacement | Potency, µM (highest dose often 114 µM), inactives show at the highest dose activity change, negative = inhibition, actives largely listed as inhibitors; also: potency is read from the fitted curve at half-maximal effect; % is scaled to controls: 0 for no effect and ±100 for the full control effect; nearly all actives have a fitted effect of over 60% in size
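Protein-peptide AlphaScreen: BAZ2B 50 nM, b-H3K14Ac 50 nM, 1x PBS pH 7.4 + 0.01% Tween-20. Preincubation 30 min RT; cpd 30 min RT (top 110 uM); beads 20 min RT, light-protected.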
RGS4 inhibitor: blocks human RGS4-accelerated GTP hydrolysis. hit rate 0.039% among 390,000. P49798. Transcreener GDP fluorescence polarization, RGS4-accelerated GTP hydrolysis. Potency, µM (top dose mostly 114 µM), inactives show at the highest dose activity change, negative = inhibition, actives largely listed as inhibitors. AID 504845; also: potency is read from the fitted curve at half-maximal effect; % is scaled to controls: 0 for no effect and ±100 for the full control effect; nearly all actives have a fitted effect of over 75% in size; some results filed as inactive show a strong effect at the top dose
Target sequence (P49798 whole entry, looked up): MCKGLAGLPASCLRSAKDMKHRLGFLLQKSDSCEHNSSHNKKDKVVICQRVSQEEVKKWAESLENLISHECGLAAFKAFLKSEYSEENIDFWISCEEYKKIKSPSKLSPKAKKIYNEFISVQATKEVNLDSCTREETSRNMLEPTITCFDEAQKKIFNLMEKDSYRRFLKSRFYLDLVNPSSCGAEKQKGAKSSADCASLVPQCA
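MLSMR compounds (23 nl, pin-transferred) preincubated 10 min at room temperature with a 500nM (2x) first reagent, then RGS4 at 900nM (2x) plus Transcreener GDP mix added; fluorescence polarization (620/688 nm) read before and after 90 min at 30 °C.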
HP1b chromo inh: HP1-beta chromodomain-methylated histone interaction inhibition | Potency, µM (doses to about 114 µM), without a hit: at the top dose activity change, negative = inhibition, hits mostly inhibitors | P83916 | hit rate 0.56% among 390,000 | AlphaScreen HP1-beta / biotin-H3K9me3 peptide binding; also: potency is read from the fitted curve at half-maximal effect; nearly all actives have a fitted effect of over 70% in size; inactives centre near 23
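Compound inhibition of the preformed complex between 50 nM HP1-beta and 50 nM biotinylated H3K9me3 peptide was read by AlphaScreen. Buffer was PBS pH 7.4 with 0.01% Tween-20. Incubations ran 30 min at room temperature, with 10 ug/mL donor/acceptor beads.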
* hit, by the source's call; u = inconclusive; x = not tested or not shown; [ ] = another dose, or the depositor's remark. Unless noted, calls follow the shape of the dose curve; as a rule, active = well fitted curve in the direction sought with a large enough effect; inconclusive = small, poorly fitted or top-dose-only effect, or another doubt; inactive = no such curve, though single readings can be large; an effect the other way counts as inactive or inconclusive. Not all compounds are listed, so the mix of outcomes need not match the whole.

ERG Ets-DNA blk	JMJD2A Tudor inh	G9a inh	PI4K2A inh	GLS inhibitor	SMILES	12-LOX inh	BAZ2B inh	RGS4 inhibitor	HP1b chromo inh
-3%	-18%	6%[59 µM]	1	20%	COc1ccc(Nc2ccccc2C(=O)O)cc1	-7%	0%	-42%	14%
-9%	-17%	-26%	4	-2%	O=C(Nc1cnn(Cc2ccc(F)cc2)c1)c1cc(-c2cccs2)on1	-16%	-6%	17%	22%
-13%	-12%	23%[59 µM]	5	-1%	CCc1nnc(NC(=O)CCC(=O)NCCc2ccc(OC)c(OC)c2)s1	0%	4%	-14%	30%
0%	-14%	10%[59 µM]	-3	1%	Cc1ccsc1C(=O)OCC(=O)NC1CCS(=O)(=O)C1 (stereo unspecified)	-11%	-7%	5%	32%
1%	3%	53%[activator][59 µM]	1	-3%	CCOc1nc(-c2ccccc2)ccc1-c1noc(-c2ccc(C)cc2)n1	-19%	37%	-25%	63%[activator]
0%	-14%	-43%[12.7 µM]	-6	-2%	CC(=O)c1ccccc1NC(=O)COc1ccc(N(C)S(=O)(=O)c2ccc(C)c(C)c2)cc1	155%[activator]	13%	7%	21%
3%	-24%	30%[0.501 µM]	-14	1%	O=C1c2ccccc2C(=Nc2ccccc2)C1c1cccc(Br)c1 (stereo unspecified)	16%	-31%	-26%	u
-13%	-22%	-10%[59 µM]	1	12%	Cc1cccc(C)c1NC(=O)c1nc(S(C)(=O)=O)ncc1N(Cc1ccc(F)cc1)Cc1ccco1	-1%	-7%	6%	12%
19%	1%	9%	1	-11%	COc1ccc(C)cc1S(=O)(=O)Nc1cccc(-c2cn3cccnc3n2)c1	0%	-12%	18%	29%
7%	-19%	-4%[59 µM]	0	-1%	O=C(Nc1ccc2oc(-c3cccnc3)nc2c1)c1ccc(Br)cc1	-27%	0%	8%	53%[activator]
-4%	56µM*	u	-2	2%	COc1ccc(Nc2ccc(C(F)(F)F)cc2[N+](=O)[O-])cn1	u	40µM*	7%	u
-16%	-3%	-19%	1	17%	Cc1ccc(SCC(=O)NNC(=O)c2ccc(S(C)(=O)=O)cc2)cc1	11%	-16%	-3%	27%
-5%	-3%	-3%	-4	0%	O=C1CCc2cc(S(=O)(=O)N3CCN(c4cccc(Cl)c4)CC3)ccc2N1	-23%	3%	7%	15%
-1%	-18%	50µM*	0	-4%	O=C(Nc1cc(S(=O)(=O)N2CCOCC2)ccc1Oc1ccc(F)cc1)C1=COCCO1	1%	-1%	-9%	10%
2%	-16%	-34%[59 µM]	1	2%	O=C(c1ccc2c(c1)N(Cc1ccc(Cl)cc1)C(=O)c1ccccc1S2=O)N1CCOCC1 (stereo unspecified)	-29%	-17%	-15%	21%
-1%	-8%	5%	0	3%	Cc1cc(S(=O)(=O)N2CCOCC2)ccc1OCC(=O)N1CCC(C(N)=O)CC1	8%	-2%	18%	37%
1%	-31%	-29%[59 µM]	1	-7%	COc1ccc(C(=O)N(Cc2ccco2)Cc2ccc(C)o2)cc1	u	-37%	-7%	12%
10%	-3%	-11%	4	0%	CCC(C)(C)NC(=O)c1ccc2c(c1)N(CC(=O)NC1CCCC1)C(=O)C(C)(C)O2	2%	3%	2%	22%
16%	-12%	6%	-8	0%	CN(C(=O)C1CCN(c2ncnc3c2nc2n3CCCCC2)CC1)C1CCCCC1	0%	-10%	-11%	30%[activator]
6%	-8%	4%	9	7%	O=C(NCCNS(=O)(=O)c1ccc(Cl)cc1)c1cc(OCC(F)(F)F)ccc1OCC(F)(F)F	0%	9%	27%	2%
11%	7%	-9%	1	3%	Cc1ccc(C)c(NC(=S)N2CCC(NC(=O)c3ccccc3)CC2)c1	30%	-2%	7%	18%[57 µM]
-1%	-17%	-31%[59 µM]	-2	4%	CC1=C(C(=O)OCc2ccc(C)cc2)C(c2ccccc2F)CC(=O)N1 (stereo unspecified)	0%	2%	13%	12%
-1%	-1%	-8%	1	4%	CC(C)(C)NC(=O)C1CCCN(S(=O)(=O)c2ccc(-n3cnnn3)cc2)C1 (stereo unspecified)	16%	10%	1%	13%
1%	0%	-4%[2.33 µM]	4	18%	Cc1oc(C)c(C(N)=O)c1C(N)=O	2%	8%	29%	28%
-9%	-7%	u	-3	-3%	CCOC(=O)c1c(C)oc2nc(C)nc(N3CCN(c4cccc(C)c4C)CC3)c12	-6%	-26%[57.1 µM]	-3%	23%

Arranged by SMILES length (ascending): part of the list above
ERG Ets-DNA blk	JMJD2A Tudor inh	G9a inh	PI4K2A inh	GLS inhibitor	SMILES	12-LOX inh	BAZ2B inh	RGS4 inhibitor	HP1b chromo inh
1%	0%	-4%[2.33 µM]	4	18%	Cc1oc(C)c(C(N)=O)c1C(N)=O	2%	8%	29%	28%
1%	-31%	-29%[59 µM]	1	-7%	COc1ccc(C(=O)N(Cc2ccco2)Cc2ccc(C)o2)cc1	u	-37%	-7%	12%
-4%	56µM*	u	-2	2%	COc1ccc(Nc2ccc(C(F)(F)F)cc2[N+](=O)[O-])cn1	u	40µM*	7%	u
1%	3%	53%[activator][59 µM]	1	-3%	CCOc1nc(-c2ccccc2)ccc1-c1noc(-c2ccc(C)cc2)n1	-19%	37%	-25%	63%[activator]
-1%	-17%	-31%[59 µM]	-2	4%	CC1=C(C(=O)OCc2ccc(C)cc2)C(c2ccccc2F)CC(=O)N1 (stereo unspecified)	0%	2%	13%	12%
19%	1%	9%	1	-11%	COc1ccc(C)cc1S(=O)(=O)Nc1cccc(-c2cn3cccnc3n2)c1	0%	-12%	18%	29%
-5%	-3%	-3%	-4	0%	O=C1CCc2cc(S(=O)(=O)N3CCN(c4cccc(Cl)c4)CC3)ccc2N1	-23%	3%	7%	15%
-9%	-7%	u	-3	-3%	CCOC(=O)c1c(C)oc2nc(C)nc(N3CCN(c4cccc(C)c4C)CC3)c12	-6%	-26%[57.1 µM]	-3%	23%
10%	-3%	-11%	4	0%	CCC(C)(C)NC(=O)c1ccc2c(c1)N(CC(=O)NC1CCCC1)C(=O)C(C)(C)O2	2%	3%	2%	22%
0%	-14%	-43%[12.7 µM]	-6	-2%	CC(=O)c1ccccc1NC(=O)COc1ccc(N(C)S(=O)(=O)c2ccc(C)c(C)c2)cc1	155%[activator]	13%	7%	21%
6%	-8%	4%	9	7%	O=C(NCCNS(=O)(=O)c1ccc(Cl)cc1)c1cc(OCC(F)(F)F)ccc1OCC(F)(F)F	0%	9%	27%	2%
-13%	-22%	-10%[59 µM]	1	12%	Cc1cccc(C)c1NC(=O)c1nc(S(C)(=O)=O)ncc1N(Cc1ccc(F)cc1)Cc1ccco1	-1%	-7%	6%	12%

Later entries.
ERG Ets-DNA blk	JMJD2A Tudor inh	G9a inh	PI4K2A inh	GLS inhibitor	SMILES	12-LOX inh	BAZ2B inh	RGS4 inhibitor	HP1b chromo inh
-13%	-4%	15%	0	-9%	CSc1nc(N)nc(SCC(=O)OC(C)C)c1C#N	-7%	-3%	-20%	49%
-10%	-4%	-2%[59 µM]	42	-2%	CC1CCN(C(=O)CSc2nc(N)cc(N)n2)CC1	0%	6%	-8%	30%
3%	-10%	x	2	-5%	CN(C(=O)c1ccc(NC(=O)Cc2ccc([N+](=O)[O-])cc2)cc1)C1CC1	-9%	x	19%	39%
21%	-6%	x	3	0%	COc1ccc2c(=O)c3c(=O)n(CCc4ccccc4)c(C(C)C)nc3oc2c1	u	-4%	1%	24%
-11%	-6%	-3%[59 µM]	3	0%	COc1ccc(-n2c(/C=C/c3cccc4ccccc34)nc3ccccc3c2=O)cc1Cl	-5%	-2%	6%	40%
5%	1%	72%[activator]	-1	-7%	CCN(Cc1ccccc1)C(=O)c1cc(-c2ccc(OC)c(OC)c2)nc2ccccc12	1%	-6%	-19%	61%[activator]
-5%	1%	x	-3	18%	O=C1N(c2ccccc2)C(c2ccccc2)N2CCCN12 (stereo unspecified)	0%	4%	-30%	70%[activator]
x	-5%	7%[59 µM]	1	0%	Cc1c(C(=O)N2CCN(c3ccccn3)CC2)sc2ncnc(N3CCOCC3)c12	u	5%	26%	12%
2%	-16%	25%[59 µM]	13	-12%	O=C(CSc1nnc2scc(-c3ccccc3)n12)NCC1CCCO1 (stereo unspecified)	2%	7%	7%	29%
-4%	-20%	3%[59 µM]	1	6%	Cc1cc(Cl)ccc1NC(=O)C(=O)N/N=C/c1ccc2c(c1)OCO2	-1%	4%	-28%	-21%
1%	u	-11%[0.0925 µM]	4	8%	O=C1C(=O)N(c2nccs2)C(c2ccccc2F)/C1=C(\O)c1ccc2c(c1)OCCO2 (stereo unspecified)	u	50µM*	-16%	0%
4%	-10%	-7%	-2	4%	O=C1CCc2cc(S(=O)(=O)N3CCCCC3)cc3c2N1CCC3	-2%	33%[activator]	6%	-2%

Screening data deposited in PubChem by National Center for Advancing Translational Sciences (NCATS).
